# Siah-1 displacement – Siah-1 peptide-binding antagonists, primary screen, biochemical, fluorescence polarization, rhodamine-plectin, uHTS (AID 1817) | Siah-1 / rhodamine-plectin peptide fluorescence polarization; higher % means a stronger effect | one-dose displacement, % at 20 µM; IC50 in µM for titrated hits | 290,000 tested, 0.02% active;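 active means displacement of at least 50% at 20 µM, with a fluorescence ratio check between 0.3 and a set limit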;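 further: plate controls were Siah plus tracer with DMSO for no effect and tracer alone without Siah for full effect; strong numbers were not always called active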
# Large T inhibition – SV40 large T antigen inhibitors, biochemical (AID 1903). inhibition, % at 20 µM, or IC50 in µM where a hit was titrated. 310,000 tested, 0.39% active. SV40 large T antigen ATPase/helicase inhibition assay; higher % means a stronger effect; in the data active means a potency from the dose series; inconclusive means inhibition mostly from about 32% at the one dose, without a potency; inactive means the rest, 99 in 100 with inhibition below about 32%; further: strong numbers were not always called active
# RSV CPE inhibition – inhibition of RSV-induced cytopathic effect – HEp-2 cells, primary 10 µM value included (AID 2391); HEp-2 cells, RSV-induced CPE inhibition; higher % means a stronger effect; CPE inhibition, % at 10 µM; hits with a dose series show IC50 in µM; 310,000 tested, 0.13% active; in the data active means a potency from the dose series; inconclusive means CPE inhibition mostly from about 23% at the one dose, without a potency; inactive means the rest, 99 in 100 with CPE inhibition below about 21%; further: strong numbers were not always called active
# LYP inhibition – PTPN22 lymphoid phosphatase activity blockers – biochemical, fluorescence intensity, uHTS (AID 1779). recombinant LYP phosphatase, fluorescence intensity; higher % means a stronger effect. one-dose inhibition, % at 11.5 µM; IC50 in µM for titrated hits. 290,000 tested, 0.054% active; in the data active means inhibition above about 50%;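 further: plate controls were vehicle with enzyme for no effect and no enzyme for full effect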
# XIAP antagonists – XIAP antagonists, biochemical, IAP family, fluorescence polarization (AID 1018). XIAP BIR domain, fluorescence polarization peptide displacement; higher % means a stronger effect. one-dose displacement, % at 20 µM; IC50 in µM for titrated hits. 200,000 tested, 0.007% active; in the data active means displacement above about 50%; further: a part of the inactive calls stands beside numbers as strong as those of hits
# MgcRacGAP inhibition – MgcRacGAP GTPase-activating activity inhibitors, confirmation, biochemical, ADP Hunter fluorescence | MgcRacGAP-stimulated Rac1 GTP hydrolysis, ADP Hunter fluorescence; higher % means a stronger effect; GST-tagged Rac1 F28L mutant substrate | one-dose inhibition, % at 30 µM; IC50 in µM for titrated hits | 340,000 tested, 0.6% active;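 active means first-screen hits whose inhibition reached a set limit at any dose in the follow-up dose series; inconclusive means inhibition above the set first-screen limit but never retested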;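 further: fluorescence reports GDP produced by GAP-driven GTP hydrolysis; strong numbers were not always called active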
# HIV peptide binding – cell-free HIV fusion peptide-binding blockers – biochemical, uHTS, fluorescence dequenching, primary screen (AID 1986). cell-free peptide binding, fluorescence dequenching, 30 min; higher % means a stronger effect. inhibition, % at 20 µM; hits with a dose series show IC50 in µM. 290,000 tested, 0.3% active; in the data active means inhibition mostly above about 52%, no sharp cut-off; inactive means mostly below about 76%; further: some results filed as inactive read as strong as hits
# AID2073 – disruptors of CaV2.2 binding to Mint1 – biochemical, HTRF (AID 2073); HTRF protein-protein interaction, Mint1-CaV2.2; higher % means a stronger effect; 290,000 tested, 0.19% active; inhibition, % at 20 µM, or IC50 in µM where a hit was titrated; in the data active means inhibition mostly above about 51%, no sharp cut-off; inconclusive means no clear call, values can overlap the other calls; inactive means mostly below about 53%; further: some results filed as inactive read as strong as hits
# NS5 inhibitors – flavivirus cap methylation enzyme inhibition – biochemical, confirmation dose response, primary screen (AID 588689); one-dose inhibition, % at 25 µM; IC50 in µM for titrated hits; 340,000 tested, 0.3% active; Dengue-2 NS5 methyltransferase capping enzyme assay, biochemical; higher % means a stronger effect; in the data active means a potency from the dose series; inconclusive means inhibition above about 29% without an active follow-up result
# NS5 inhibitors pilot replicate – second read-out of NS5 inhibitors, no call of its own (marks repeat the call); inhibition, %; measured here: pilot screen replicate inhibition
# An asterisk follows results filed as active; u = inconclusive; x = no result given; & = joins results of further samples.
SMILES,Siah-1 displacement,Large T inhibition,RSV CPE inhibition,LYP inhibition,XIAP antagonists,MgcRacGAP inhibition,HIV peptide binding,AID2073,NS5 inhibitors,others
COc1ccc(-n2c(COc3ccc(C)cc3)n[nH]c2=S)cc1,-3%,8%,0.5%,1%,x,8%,-0.5%,-29%,-11%,
Cc1cc2nc(C)n(CCCNC(=O)Nc3ccccc3)c2cc1C,-1%,3%,0.3%,-10%,-20%,4%,-1.4%,-7%,-18%,
CCCc1nc(N2CCN(C)CC2)c2sc(=S)n(-c3ccccc3)c2n1,2%,1%,-1.8%,-1%,-0.9%,-3%,1.8%,1%,1%,
CCC(C)/C(C)=N/NC(=O)CSc1nc2ccccc2[nH]1 (configuration not stated),-6%,5%,0.2%,-1%,-4.6%,0%,-2.5%,-5%,4%,
COc1ccc(Br)cc1/C=N/NC(=O)Cn1nnnc1N,-2%,4%,x,0%,x,16%,3.5%,11%,6%,
O=C(CSc1nc(-c2ccc(F)cc2)nc2ccc(F)cc12)Nc1cccc(C(=O)O)c1,15%,3%,8.6%,24%,-24%,2%,54%,47%,4%,
Cc1[nH]c2ccccc2c1C(c1ccccn1)N1CCC(C)CC1 (configuration not stated),1%,5%,1.4%,2%,1.5%,-1%,-0.3%,-6%,-12%,
CCc1ccc(OCC(=O)NC(NC(=S)Nc2ccccc2)C(Cl)(Cl)Cl)cc1 (configuration not stated),6%,6%,0.5%,9%,-1.5%,9%,-0.6%,-9%,-4%,
CCC(C)NC(=O)Cc1c(C)c2cc3c(cc2oc1=O)OC(C)(C)CC3 (configuration not stated),-1%,10%,3.2%,-14%,x,11%,-1.1%,19%,-9%,
COC(=O)c1cc(C(=O)OCC(=O)NNC(=O)c2cccs2)cc([N+](=O)[O-])c1,x,16%,-0.3%,x,x,8%,x,x,-4%,
O=C(COC(=O)c1ccccc1NS(=O)(=O)c1ccc(Cl)cc1)NCc1ccccc1,2%,-5%,3.5%,1%,-1.3%,7%,0.0%,3%,-1%,
O=C(NCc1ccc(F)cc1)c1cccc(NC2=NC3CS(=O)(=O)CC3S2)c1 (configuration not stated),-3%,2%,0.3%,-18%,x,1%,0.5%,-7%,2%,
C=CCc1ccccc1OCC(O)CN1CCN(Cc2ccc3c(c2)OCO3)CC1 (configuration not stated),5%&-3%,10%&2%,-1.7%&-2.1%,-3%&-4%,-4.5%&-6.3%,5%&9%,-0.7%&-0.4%,-6%&28%,-8%&1%,NS5 inhibitors pilot replicate=1.2
COc1cc(NC2c3ccccc3C(=O)N2Cc2ccc3c(c2)OCO3)cc(OC)c1 (configuration not stated),-3%,12%,-1.2%,-6%,x,-1%,-1.2%,-13%,11%,
Cc1noc(C)c1S(=O)(=O)N(CC(=O)NC1CCC(C)CC1)c1ccc(C(C)C)cc1 (configuration not stated),-5%,-3%,-1.9%,-1%,x,-31%,-0.7%,2%,2%,

# Sorted by formula weight (falling): some entries from above
SMILES,Siah-1 displacement,Large T inhibition,RSV CPE inhibition,LYP inhibition,XIAP antagonists,MgcRacGAP inhibition,HIV peptide binding,AID2073,NS5 inhibitors,others
CCc1ccc(OCC(=O)NC(NC(=S)Nc2ccccc2)C(Cl)(Cl)Cl)cc1 (configuration not stated),6%,6%,0.5%,9%,-1.5%,9%,-0.6%,-9%,-4%,
O=C(CSc1nc(-c2ccc(F)cc2)nc2ccc(F)cc12)Nc1cccc(C(=O)O)c1,15%,3%,8.6%,24%,-24%,2%,54%,47%,4%,
COC(=O)c1cc(C(=O)OCC(=O)NNC(=O)c2cccs2)cc([N+](=O)[O-])c1,x,16%,-0.3%,x,x,8%,x,x,-4%,
CCCc1nc(N2CCN(C)CC2)c2sc(=S)n(-c3ccccc3)c2n1,2%,1%,-1.8%,-1%,-0.9%,-3%,1.8%,1%,1%,
CCC(C)NC(=O)Cc1c(C)c2cc3c(cc2oc1=O)OC(C)(C)CC3 (configuration not stated),-1%,10%,3.2%,-14%,x,11%,-1.1%,19%,-9%,
Cc1[nH]c2ccccc2c1C(c1ccccn1)N1CCC(C)CC1 (configuration not stated),1%,5%,1.4%,2%,1.5%,-1%,-0.3%,-6%,-12%,

# Already shown: entries from further up.
SMILES,Siah-1 displacement,Large T inhibition,RSV CPE inhibition,LYP inhibition,XIAP antagonists,MgcRacGAP inhibition,HIV peptide binding,AID2073,NS5 inhibitors,others
CCc1ccc(OCC(=O)NC(NC(=S)Nc2ccccc2)C(Cl)(Cl)Cl)cc1 (configuration not stated),6%,6%,0.5%,9%,-1.5%,9%,-0.6%,-9%,-4%,
CCC(C)NC(=O)Cc1c(C)c2cc3c(cc2oc1=O)OC(C)(C)CC3 (configuration not stated),-1%,10%,3.2%,-14%,x,11%,-1.1%,19%,-9%,
COC(=O)c1cc(C(=O)OCC(=O)NNC(=O)c2cccs2)cc([N+](=O)[O-])c1,x,16%,-0.3%,x,x,8%,x,x,-4%,
O=C(COC(=O)c1ccccc1NS(=O)(=O)c1ccc(Cl)cc1)NCc1ccccc1,2%,-5%,3.5%,1%,-1.3%,7%,0.0%,3%,-1%,
O=C(NCc1ccc(F)cc1)c1cccc(NC2=NC3CS(=O)(=O)CC3S2)c1 (configuration not stated),-3%,2%,0.3%,-18%,x,1%,0.5%,-7%,2%,
C=CCc1ccccc1OCC(O)CN1CCN(Cc2ccc3c(c2)OCO3)CC1 (configuration not stated),5%&-3%,10%&2%,-1.7%&-2.1%,-3%&-4%,-4.5%&-6.3%,5%&9%,-0.7%&-0.4%,-6%&28%,-8%&1%,NS5 inhibitors pilot replicate=1.2

# Other compounds follow:
SMILES,Siah-1 displacement,Large T inhibition,RSV CPE inhibition,LYP inhibition,XIAP antagonists,MgcRacGAP inhibition,HIV peptide binding,AID2073,NS5 inhibitors,others
COCCNC(=O)c1ccccc1NC(=O)Cc1ccccc1[N+](=O)[O-],0%,11%,1.4%,-6%,33%,3%,-0.8%,8%,-14%,
Cc1ccc2nc3c(cc2c1)c(NC(=O)C(C)(C)C)nn3CC(C)C,-3%,2%,4.3%,-1%,x,12%,-0.3%,16%,-5%,
CCN(CC)CCCN(C(=O)c1ccc(Br)cc1)c1nc(-c2ccc(OC)cc2)cs1,-2%,5%,0.5%,2%,x,7%,0.4%,18%,x,
S=C(NCCCc1ccccc1)Nc1ccccc1,-4%,3%,13%,-1%,x,3%,-0.8%,-2%,-7%,
COc1ccc(-n2c(COc3cccc4ccccc34)nnc2SCC(=O)NCc2ccco2)cc1,3%,18%,3.1%,10%,-7.6%,8%,3.9%,4%,-1%,
O=C(CCNS(=O)(=O)c1cccc2nonc12)NC1CCCCCC1,-8%,9%,1.9%,-2%,-5.6%,9%,0.7%,-2%,-1%,
CCC(=O)N1CCc2cc(S(=O)(=O)N3CCc4ccccc43)ccc21,2%,4%,0.8%,-7%,-5.1%,6%,-1.8%,26%,-2%,
Cc1ccc(CC(=O)Nc2cccnc2)cc1,-4%,3%,0.1%,-7%,-5.9%,4%,0.0%,-3%,-4%,
CC12CCC(C(=O)N(CC3CO3)C1=O)C2(C)C (configuration not stated),-5%,4%,3.5%,-6%,-4.2%,5%,0.7%,8%,-6%,
Cc1ccc(-c2ccc(=O)n(CCC(=O)N3CCN(c4cccc(C)c4)C(C)C3)n2)cc1 (configuration not stated),-2%,21%,8.4%,-7%,x,9%,-1.3%,14%,-1%,
CCOC(=O)N1CCN(C(=O)C2CCC(=O)N(CCCN3CCCC3=O)C2)CC1 (configuration not stated),8%,13%,1.1%,-3%,x,2%,0.8%,4%,-2%,
COC(=O)CSc1nnnn1-c1ccccc1,-2%,8%,0.7%,-5%,-1.9%,10%,-0.9%,-10%,-3%,
CC(=C/c1ccccc1)/C=N/n1cnnc1,1%,5%,-3.4%,-1%,-2.7%,-1%,-2.1%,3%,0%,
C[C@@]12CCC=C[C@H]1[C@H](c1ccc(/C=C/c3ccccc3)cc1F)N(Cc1ccccc1)C2=O,-5%,-5%,-3.2%,0%,x,9%,0.3%,17%,-8%,
O=C1Nc2ccc(Br)cc2C1(O)Cc1ccncc1 (configuration not stated),1%,3%,0.1%,0%,-13%,11%,0.3%,6%,-5%,
O=C(Nc1ccc[n+](CC(=O)c2cccc3ccccc23)c1)c1ccccc1,-9%,4%,12%,-4%,-5.3%,-26%,0.1%,1%,-2%,
O=C(N/N=C\c1cc2c(cc1[N+](=O)[O-])OCO2)c1cccs1,8%,12%,0.8%,-7%,x,4%,4.7%,-25%,7%,
O=C(C[n+]1ccc(/C=N/O)cc1)N(Cc1ccccc1)Cc1ccccc1,1%,3%,-0.9%,-3%,-5.2%,5%,2.4%,4%,-5%,
CCCOc1nc2ccccc2cc1/C=C/C(=O)O,2%,3%,3.3%,8%,-10%,5%,0.8%,26%,-12%,
COc1ccc(S(=O)(=O)N2CCCCCC2)cc1C(=O)OCC(=O)NCC(C)C,0%,11%,1.3%,-5%,-2.1%,3%,-0.7%,-3%,-10%,
N#Cc1c(F)cccc1NCc1cccnc1,0%,0%,6.5%,-8%,x,6%,-0.8%,6%,-5%,
O=C(CN1CCN(S(=O)(=O)c2ccc(Cl)cc2)CC1)Nc1ccc(N2CCOCC2)cc1,0%,18%,2.0%,3%,-1.1%,-3%,0.4%,2%,-3%,
CCOC(=O)C1(CCOc2ccccc2)CCN(CCCn2cccn2)CC1,7%,5%,-2.3%,-3%,-6.8%,7%,1.8%,11%,-9%,
CCCNC(=S)N1CCN(c2nc(-c3cccc(OC)c3)cs2)CC1,0%,3%,0.6%,-10%,x,16%,-1.2%,u,-3%,
COc1ccccc1C(=O)NC(CCSC)C(=O)NNC(=O)c1ccccc1C (configuration not stated),x,1%,-2.8%,x,x,0%,x,x,-6%,
Cc1ccc(C)c(NC(=O)c2ccccc2Sc2ccc([N+](=O)[O-])cc2Cl)c1,14%,5%,2.2%,7%,-1.1%,11%,-0.7%,4%,21%,
Cc1c(S(=O)(=O)N2CC(C)CC(C)C2)c(=O)n(C)c(=O)n1C (configuration not stated),3%,19%,0.1%,-10%,x,7%,-1.4%,13%,3%,
CC(C)CC1C(C#N)=C(N)Oc2n[nH]c(-c3ccccc3)c21 (configuration not stated),-1%,22%,1.6%,-5%,-6.5%,10%,-0.8%,12%,-7%,
CCN(CC)c1ccc(S(=O)(=O)N2CCCCC2)cc1NC(=O)CN1C(=O)NC2(CCCC2)C1=O,x,2%,2.3%,x,x,1%,x,x,-7%,
Cc1ccc(Oc2c(C)nc(-c3ccccc3)[nH]c2=O)cc1,6%,5%,9.2%,1%,x,7%,1.5%,20%,-6%,
CCCOc1ccc(C(=O)Nc2ccc(S(=O)(=O)NC3=NCCCCC3)cc2)cc1,x,23%,5.5%,x,x,2%,x,x,-2%,

# From PubChem BioAssay
